Chronic BCR inh: blocks chronic active B-cell receptor signaling; ABC-DLBCL IkBa-CBG/CBR reporter, luminescence ratio, 4 h; Potency, µM (top dose mostly 46.1 µM), without a hit: at the top dose ratio change, negative = lower green/red ratio, usual class: inhibitors; actives 0.05% (n = 340,000); AID 493014; active means well fitted inhibition curve with a large enough effect in the signal ratio, with a control signal flat, not every such curve was filed as active; inconclusive means small, poorly fitted or top-dose-only effect, or effect the other way, or a change in a side signal; the % refers to the signal ratio;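 further: plate controls were basal doxycycline-induced cells for no effect and cells given 10 µM MG132 for full effect; MG132 reads +100%, hits lower the ratio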
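Compounds up to 46 uM were incubated four hours with TMD8 cells whose green CBG68 luciferase is fused to IkappaBalpha; red CBR luminescence normalised the signal, and concentration-effect curves were fitted to fusion, red and ratio data.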
Numbers without * were called inactive; ? = inconclusive. Potency means the concentration at half of the fitted maximal effect.

no.	compound	Chronic BCR inh
1	O=C(/C=C\c1ccc2c(c1)OCO2)NC1CC(=O)N(c2ccc(F)cc2)C1 (centres undefined)	?
2	Cc1ccc(-n2ncc3c(NCc4ccccc4)ncnc32)cc1Cl	1%
3	Cc1ccccc1NC(=O)Cn1nc(-c2ccccc2)nc(Cc2ccccc2)c1=O	-2%
4	O=C(COc1ccccc1)N(Cc1cccnc1)c1nc2ccc(F)cc2s1	3%
5	COCCCNC(=O)CSc1nc2ccccc2c(=O)n1Cc1ccco1	5%
6	CCn1ccc2c(OCC(=O)Nc3ccccc3C(F)(F)F)cccc2c1=O	?
7	Cc1ccc(NC(=O)CCS(=O)(=O)c2ccc(Br)cc2)c(C)c1	8%
8	CC1=C(C(=O)Nc2cccc(Cl)c2)C2(CCCCCC2)OC1=O	-9%
9	CCOCCn1ccc2c(OCC(=O)Nc3ccc(C(N)=O)cc3)cccc2c1=O	-7%
10	O=C(Nc1ccc(-c2nc3ccccc3o2)c(O)c1)c1ccccc1	33%
11	O=C(CCSCCc1ccccn1)Nc1ccccc1C(F)(F)F	-6%
12	COc1cc(C(=O)N2CCC(c3ccncc3)CC2)cc(OC)c1OC	-3%
13	CCOc1cccc(NC(=O)c2ccc(F)c(S(=O)(=O)N(CC)c3cccc(C)c3)c2)c1	22%
14	O=C(NCCc1ccc(Cl)cc1)c1ccc(CSCc2ccc(Cl)cc2)o1	-2%
15	Cc1cc(C)c(NC(=O)CSc2nc(=O)n(Cc3ccncc3)c3c2CCC3)c(C)c1	0%
16	O=C(Nc1ccc(Cl)cc1F)c1cc(S(=O)(=O)NCc2ccc3c(c2)OCO3)ccc1F	?
17	CCCc1cnc2c(c1SCC(=O)N(C)c1ccccc1)c(=O)n(C)c(=O)n2C	9%
18	CCOC(=O)c1c(NC(=O)c2ccc(S(=O)(=O)N(CC(C)C)CC(C)C)cc2)sc2c1CCN(CC)C2	8%
19	Cc1ccc(-n2ncc3c(N(C)Cc4ccccc4)ncnc32)cc1	?
20	COc1ccc(S(=O)(=O)N(CC(=O)Nc2ccccc2Cl)Cc2ccccc2)cc1	5%
21	COc1ccc(CNc2ncnc3c2cnn3-c2ccc(C)c(C)c2)cc1	?
22	CCCOc1ccc(C2C(=O)N(C3CCC(C)CC3)CC(=O)N2Cc2cccc(OC)c2)cc1OC (centres undefined)	?
23	CCOc1ccccc1Nc1ncnc2c1cnn2-c1ccc(C)cc1	?
24	CCOc1ccc(OC(=O)c2c(-c3ccccc3Cl)noc2C)cc1	-5%
25	COc1ccc(-c2cn3nc(N4CCCC(C(=O)NCc5ccc(Cl)cc5)C4)sc3n2)cc1 (centres undefined)	?
26	Oc1c(C(c2ccc(F)cc2)N2CCCC2)sc2nc(-c3ccco3)nn12 (centres undefined)	-15%
27	CCOc1ccccc1Nc1sc(C(=O)c2ccccc2)c(N)c1C(=O)Nc1ccc(F)cc1	-9%
28	COc1ccc(C)c2sc(N(Cc3cccnc3)C(=O)COc3ccccc3)nc12	14%
29	Cc1ccc(Cl)cc1NC(=O)c1oc2ccc(S(=O)(=O)N3CCC4(CC3)OCCO4)cc2c1C	-2%
30	CCN1CCN(c2ncnc3c2cnn3-c2cc(Cl)ccc2C)CC1	-3%
31	CCCOc1cccc(C(=O)Nc2cccc3cccnc23)c1	-20%
32	Fc1ccc(Nc2nc(SCc3ccccc3Cl)nc3ccccc23)cc1	?
33	O=C(NCC(c1ccc2c(c1)OCO2)N1CCN(c2ccccc2)CC1)c1ccccc1F (centres undefined)	-19%
34	Cc1ccc(CNS(=O)(=O)c2cc(C(=O)Nc3ccc(C(C)C)cc3)ccc2F)cc1	10%
35	COc1ccc(C)cc1-n1cnc2cc(C(=O)NC3CCCC3)ccc21	-8%
36	Cc1cccc(NC(=O)CCn2nc(-c3ccccc3)c3ccccc3c2=O)c1	?
37	Cc1cccc(NC(=O)c2nc(S(C)(=O)=O)ncc2Cl)c1	?
38	CCOC(=O)C1CCCN(c2cc(C)nc3c(-c4ccccc4OC)c(C)nn23)C1 (centres undefined)	?
39	COC(=O)c1cccc(Nc2c(-c3ccc(O)cc3)nc3nc[nH]n23)c1	-22%
40	CC(NC(=O)CCCC1=NS(=O)(=O)c2ccccc2N1)c1ccccc1 (centres undefined)	-3%

More records:
cpd	SMILES	Chronic BCR inh
41	COc1ccc(Cl)cc1NC(=O)c1c(NCc2ccc(C)o2)sc2c1CCC(C)C2 (centres undefined)	-27%
42	O=C(NC1(C(F)(F)F)C(=O)Nc2c1c(=O)[nH]c(=O)n2-c1ccccc1)c1ccccc1Cl (centres undefined)	6%
43	CCC(CC)C(=O)Nc1cccc(-c2cn3cccnc3n2)c1	-28%
44	Clc1cccc(-n2ncc3c(NCCCn4ccnc4)ncnc32)c1	?
45	CCOc1ccccc1CNC(=O)c1cc(-c2ccc(OC)cc2)nc2ccc(C(C)C)cc12	3%
46	COc1ccc(CCNC(=O)C(=O)NCC(c2cccs2)S(=O)(=O)c2cccs2)cc1 (centres undefined)	0%
47	CC(=O)c1cc(-c2ccccc2)n(CCC(=O)NCc2ccc(C)cc2)c1C	1%
48	Cc1ccc(C)c(S(=O)(=O)NCC(c2ccco2)S(=O)(=O)c2ccc(F)cc2)c1 (centres undefined)	?
49	COc1ccc(C(C)=O)cc1CSc1nc(NCc2ccc(Cl)cc2)c2ccccc2n1	1%
50	CCOC(=O)c1c(NC(=O)c2ccc(S(=O)(=O)N(C)C3CCCCC3)cc2)sc2c1CCN(C(C)C)C2	1%
51	Cc1ccc(C2c3cccn3CCN2S(=O)(=O)c2ccc([N+](=O)[O-])cc2)cc1 (centres undefined)	17%
52	CC(=O)c1ccc(C(=O)N(Cc2cccnc2)c2nc3c(C)c(C)ccc3s2)cc1	?
53	CCOc1ccc(CC(=O)NCc2ccc3c(c2)CCN3C(=O)c2ccc(F)cc2)cc1OCC	1%
54	CCOc1ccc(CNC(=O)C2CCN(S(=O)(=O)N3CCCCC3)CC2)cc1	0%
55	O=S(=O)(NCCc1csc2nc(-c3ccc(Cl)cc3)nn12)c1cccs1	?
56	CCN(c1ccccc1)S(=O)(=O)c1ccc2[nH]cc(C(=O)NCc3ccc(C)cc3)c(=O)c2c1	4%
57	COc1ccc(CNC(=O)CCC2N=C3c4ccccc4N=C(SCc4ccccc4F)N3C2=O)cc1 (centres undefined)	-2%
58	Cc1cc(C(=O)NCc2ccc(Cl)cc2)c2c(C)nn(-c3ccccc3)c2n1	3%
59	O=C(c1ccco1)N(Cc1cccnc1)c1nc2c(F)cccc2s1	?
60	Cc1ccccc1CN1C(=O)c2ccccc2Sc2ccc(C(=O)NC3CCCCC3)cc21	1%
61	CCOC(=O)c1ccc(N2CC3=C(C2=O)C(c2ccc(OC)cc2)NC(=O)N3C)cc1 (centres undefined)	9%
62	CCc1sc(Nc2ccc(C)cc2Br)nc1-c1cc2cccc(OC)c2oc1=O	-10%
63	CC(C)(C)c1ccc(C(=O)NC(Cc2c[nH]c3ccccc23)C(=O)OCC(=O)c2ccccc2)cc1 (centres undefined)	?
64	COc1ccc(OC)c2sc(N3CCN(C(=O)CCS(=O)(=O)c4ccc(F)cc4)CC3)nc12	-5%
65	CCOc1ccc(CCNC(=O)c2cc(=O)[nH]c3ccc(S(=O)(=O)N4CCCCC4)cc23)cc1OCC	?
66	CCC(=O)N1CCc2cc(Br)cc(S(=O)(=O)N3CCC(C(=O)Nc4ccc(OC)cc4)CC3)c21	?
67	COc1ccc(-c2nc3n(n2)C(c2ccc(OC)c(OC)c2)C(C(=O)Nc2cccnc2)=C(C)N3)cc1 (centres undefined)	-19%
68	NS(=O)(=O)c1ccc(CCNc2ncnc3c2cnn3-c2cccc(Cl)c2)cc1	12%
69	O=C(Nc1ccc(F)cc1F)c1cc2nc(-c3ccco3)cc(C(F)(F)Cl)n2n1	-23%
70	CCOc1ccccc1NC(=O)CSc1nnc2[nH]c(=O)cc(C)n12	?
71	O=C(Cn1c(=O)oc2cc(S(=O)(=O)NCc3ccccc3)ccc21)Nc1ccc(F)c(Cl)c1	?
72	Cn1c(=O)c2c(c3ccccc31)OC(=O)CC2c1cccc(Cl)c1 (centres undefined)	7%
73	CCOC(=O)c1cc(-c2ccccc2)n(CCC(=O)Nc2ccc(Cl)c(C(F)(F)F)c2)c1C	?
74	COc1ccc(Cl)cc1-n1c(/C=C/c2cccc3ccccc23)nc2ccccc2c1=O	-1%
75	Cc1ccc(NC(=O)c2oc3ccc(S(=O)(=O)N4CCCCC4)cc3c2C)c(C)c1	-3%
76	COc1ccc(S(=O)(=O)N2CCN(Cc3ccc4c(c3)OCO4)CC2)cc1C	?
77	O=C(NC1CC(=O)N(c2ccccc2)C1)C1CCCC1 (centres undefined)	?
78	O=C(NC1CC(=O)N(c2ccc(F)cc2)C1)C1CC1 (centres undefined)	5%
79	CCOc1ccc(CNC(=O)c2cnc3c(C)cccn3c2=O)cc1	1%
80	COc1cc2ccccc2cc1C(=O)N1CCN(c2nc3c(C)cc(C)cc3s2)CC1	9%
81	COc1ccc(C(=O)CCC(=O)Nc2ccccc2C)cc1	?
82	CCOc1ccc(C(=O)NCCc2sc3nc(-c4ccc(Cl)cc4)nn3c2C)cc1OCC	?
83	Cc1ccc(NC(=O)c2ccc(C)c(S(=O)(=O)N3CCCCCC3)c2)cc1	?
84	Oc1c(C(c2ccc(Cl)cc2)N2CCC3(CC2)OCCO3)sc2nc(-c3ccco3)nn12 (centres undefined)	-4%
85	Cc1ccc(CN2CCN(C3CCN(C(=O)Nc4ccc(C)cc4Cl)CC3)C(=O)C2=O)cc1	1%
86	Cc1cccc(NC(=O)CSc2nc3n[nH]c(C)c3c(=N)n2-c2cccc(Cl)c2)c1	?
87	O=C(CSc1nc(=O)[nH]c2c1CCCC2)Nc1ccccc1C(F)(F)F	-16%
88	COc1cccc2sc(N3CCN(C(=O)CCS(=O)(=O)c4ccc(F)cc4)CC3)nc12	-21%
89	Cc1cccc(C)c1NC(=O)CSc1nc2ccccc2c2nc(CCc3c(C)n[nH]c3C)nn12	-16%
90	CCOC(=O)c1cc(-c2ccccc2)n(-c2cccc(C(=O)Nc3cccc(C(C)=O)c3)c2)c1C	?

Remaining list, next part:
cpd	SMILES	Chronic BCR inh
91	COc1ccc(-c2noc(COc3ccc(C)cc3C)n2)cc1OC	-1%
92	COc1ccc(CNc2nc(SCc3ccc(Cl)cc3)nc3ccccc23)cc1	-2%
93	O=C(NCc1ccccc1)C(=O)Nc1c2c(nn1-c1ccc(F)cc1)CSC2	1%
94	COc1ccc(Br)cc1CNC(=O)CN1C(=O)CSc2ccc(S(=O)(=O)N3CCOCC3)cc21	-6%
95	CCCCNC(=O)CSc1nc2cc3c(cc2c(=O)n1CCCC(=O)NCc1ccc(OC)cc1)OCO3	-10%
96	Cc1ccccc1NC(=O)CSc1nc(=O)n(CCN2CCOCC2)c2c1CCC2	-5%
97	COC(=O)c1ccc(NC(=O)CCn2cnnn2)cc1	3%
98	CCS(=O)(=O)c1ccc(C(=O)N2CCN(c3nc4c(OC)ccc(C)c4s3)CC2)cc1	?
99	CCOc1ccc(C2C(=O)N(C3CCCCCC3)CC(=O)N2CCc2ccccc2)cc1OC (centres undefined)	-7%
100	COc1ccc(CCNC(=O)CSc2nnc(-c3ccc(C)cc3)c(-c3ccc(C)cc3)n2)cc1OC	?
101	O=C(Cn1c(=O)n2nc(-c3cccc(F)c3)nc2c2ccccc21)N1CCN(c2ccccc2F)CC1	12%
102	COc1ccc(Oc2ncnc3c2oc2ccccc23)cc1	0%
103	CCN(CC)C(=O)c1sc2c(c1C)c(=O)n(-c1ccc(OC)cc1OC)c(=O)n2Cc1cc(C)ccc1C	2%
104	CCOC(=O)c1c(S(=O)(=O)NCC(=O)N2CCN(c3cc(C)ccc3C)CC2)c(C)n(C)c1C	12%
105	COc1cccc(N2C(=O)N(Cc3ccc(C#N)cc3)c3ccccc3S2(=O)=O)c1	-1%
106	CCOc1ccc(NC(=O)c2c(Nc3ccc(OC)cc3OC)sc(C(=O)c3ccc(Cl)cc3)c2N)cc1	5%
107	COc1cccc(/C=C(\C#N)C(=O)Nc2ccc(NC(C)=O)cc2)c1OC	-5%
108	CCC(=O)N1CCN(c2nc3c(C)cccc3s2)CC1	-3%
109	CN1C(=O)c2ccccc2Sc2ccc(NC(=O)COc3ccc(Cl)cc3)cc21	?
110	COc1ccc(NC(=O)Cn2c(=O)oc3cc(S(=O)(=O)NC(C)C)ccc32)cc1OC	6%
111	CC(=O)N(Cc1cccnc1)c1nc2c(C)c(C)ccc2s1	?
112	CCN(C(=O)c1oc2ccc(S(=O)(=O)N3CCCCCC3)cc2c1C)c1ccccc1	6%
113	Cc1ccc(CN2C(=O)c3ccccc3Sc3ccc(C(=O)NC4CCCCC4)cc32)cc1	0%
114	CCOC(=O)c1ccc(NC(=O)c2c(NCc3cccc(OC)c3OC)sc3c2CCC3)cc1	1%
115	CCc1ccc(NC(=O)CSc2nc3ccccc3c(=O)n2CCNC(C)=O)cc1	-16%
116	Cc1cccc(NC(=O)CSc2nc(=O)n(CCN3CCOCC3)c3c2CCC3)c1C	12%
117	CC(=O)Nc1cccc(C(=O)NCc2ccc3c(c2)CCN3C(C)=O)c1	-7%
118	CC(=O)c1ccc(NC(=O)c2nc3ccccc3nc2N2CCCCC2)cc1	-4%

This is a subset (hit frequency here may not be typical).
